Pemphigus Ab inh: inhibitors of pemphigus antibody binding to human desmoglein-3; P32926; DSG3-coupled beads, scFv-anti-DSG3-GFP binding, flow cytometry; stronger effect = lower value; binding (percent of control), % at 10 µM; actives 0.48% (n = 310,000); AID 588358;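 active = binding more than 3 SD below its plate's average and above zero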;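 also: hits lower antibody fragment binding to DSG3; some compounds called inactive have numbers as strong as hits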
MOR-DOR ag: OPRM1-OPRD1 heterodimerization agonism. cells, luminescence. P35372+P41143. activation, % at 9.3 µM. actives 0.3% (n = 340,000). AID 504326; in the data active = activation above about 18%;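 also: 0% = vehicle-treated cells and 100% = reference agonist; values of inactives mirror those of a sister screen read the other way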
Target sequence (P35372 whole entry, looked up): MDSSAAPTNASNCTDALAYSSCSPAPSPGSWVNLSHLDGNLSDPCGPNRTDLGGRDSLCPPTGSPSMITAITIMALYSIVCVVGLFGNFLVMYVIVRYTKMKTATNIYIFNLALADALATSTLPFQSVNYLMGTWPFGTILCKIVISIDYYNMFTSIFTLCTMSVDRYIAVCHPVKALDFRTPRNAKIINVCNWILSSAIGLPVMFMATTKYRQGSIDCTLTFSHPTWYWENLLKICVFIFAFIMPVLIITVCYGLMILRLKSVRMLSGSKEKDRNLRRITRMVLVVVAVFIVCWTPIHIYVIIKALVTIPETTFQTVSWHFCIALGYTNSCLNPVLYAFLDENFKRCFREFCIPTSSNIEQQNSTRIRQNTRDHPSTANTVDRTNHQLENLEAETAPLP
Target sequence (P41143 whole entry, looked up): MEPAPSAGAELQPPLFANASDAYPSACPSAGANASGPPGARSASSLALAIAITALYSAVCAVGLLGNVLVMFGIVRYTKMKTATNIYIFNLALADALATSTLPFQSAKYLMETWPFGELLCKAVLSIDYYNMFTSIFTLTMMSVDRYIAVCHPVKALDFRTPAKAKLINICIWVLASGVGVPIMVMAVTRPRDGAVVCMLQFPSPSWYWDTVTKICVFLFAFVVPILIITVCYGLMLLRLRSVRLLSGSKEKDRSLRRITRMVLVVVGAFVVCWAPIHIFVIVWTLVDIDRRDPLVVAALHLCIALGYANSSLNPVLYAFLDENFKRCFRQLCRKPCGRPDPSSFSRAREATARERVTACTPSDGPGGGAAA
PfHsp90 set2: inhibits growth of yeast expressing Plasmodium falciparum Hsp90; AID 504621; inhibition, % at 9.4 µM; actives 0.32% (n = 310,000); S. cerevisiae expressing PfHsp90, BacTiter-Glo ATP, 48 h; yeast lacking PDR1 and PDR3 efflux regulators;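 active = every replicate shows inhibition above about 80%, whatever the replicate mean, limit read from the data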;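 also: 0% = DMSO neutral controls and 100% = 20 µM radicicol positive controls; yeast relying on Plasmodium falciparum Hsp90 in place of its own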
AddAB inh: less growth of phage-infected E. coli with AddAB | E. coli expressing H. pylori AddAB, absorbance growth | inhibition, % at 11.9 µM | actives 0.29% (n = 330,000); in the data active = inhibition above about 12%;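 also: 0% = vehicle wells of infected cells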
PKA-R1A act: activates the PKA-R1A holoenzyme complex; PKA-R1A dissociation, Cy5-IP20 fluorescence polarization; scaled: DMSO 0%, 113 µM cGMP 100%; activation, % at 11.4 µM; actives 0.083% (n = 340,000); AID 504707;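 active = percent activation above the mean of all tested compounds plus 3 SD, cut at about 19% in these data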;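 also: higher means more PKAc released from R1A so a rise in polarization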
phage Ecoli inh: E. coli growth loss with phage present; growth absorbance; inhibition, % at 11.9 µM; actives 0.26% (n = 360,000); AID 651602; in the data active = inhibition above about 11%
Arr AP2 block: blocks beta-arrestin peptide binding to AP2 adaptin | FITC-arrestin peptide / GST-AP2 beads, flow cytometry; AP2 beta2 appendage carries R879A mutation | inhibition, % at 10 µM | actives 0.31% (n = 340,000);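 active = inhibition above a set limit, near 3 SD of compounds lacking own fluorescence, cut at about 54% in these data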;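 also: plate controls were DMSO wells for no effect and 5 µM unlabelled arrestin peptide for full effect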
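System: GST-AP2 R879A glutathione beads; medium: PBS, Tween 20 0.05%, BSA 0.1%; reagent: fluorescein-tagged arrestin peptide at 50 nM final; schedule: pre-incubation 12 min, peptide binding 1 h, room temperature; detection: flow cytometry, FL1 (488/535 nm); read-out: inhibition as reduced fluorescein signal on beads, percent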
SUMO Mot1 rescue: inhibitors of SUMOylation pathway: yeast Mot1-301 growth rescue; actives 1% (n = 320,000); S. cerevisiae Mot1-301 growth rescue, ATP luminescence, 38.5C; percent above DMSO median, 100 means doubled; growth rescue, % at 18.8 µM; AID 2716;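 active = every valid replicate shows activation above 250% relative to neutral control wells; inactive = the rest, any valid replicate at or below 250%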;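 also: OY570 slx delta 5 strain wells were the positive control but not used for scaling; some compounds called inactive have numbers as strong as hits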
OPRM1-OPRD1 inv: mu-delta opioid heterodimer inverse agonism; actives 0.21% (n = 340,000); P35372+P41143; inhibition, % at 9.3 µM; AID 504357; cell-based MOR-DOR heterodimer luminescence; in the data active = inhibition above about 22%, passing the limit was not always enough;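 also: 0% = cells with DMSO and 100% = wells without cells with DMSO; values of inactives mirror those of a sister screen read the other way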
Tat export inh: E. coli Tat transport inhibition. E. coli MC4100 TorA-mCherry Tat export, fluorescence. inhibition, % at 10 µM. actives 0.036% (n = 340,000);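 active = mean replicate inhibition at least 50% and at least half of replicates individually reaching 50%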;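 also: exported cargo escapes ClpAP degradation while cytoplasmic cargo is degraded and loses fluorescence; 0% = median of neutral control wells and 100% = median of NaSCN control wells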
E coli growth: counter-screen for AddAB inhibitors: E. coli growth inhibition. E. coli V3065 growth, OD600 absorbance, 18 h. inhibition, % at 11.9 µM. actives 0.27% (n = 330,000). AID 449728;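 active = inhibition above the campaign's mean inhibition across all tested compounds plus 3 SD, cut at about 9.9% in these data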;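 also: uninfected addAB+ strain grown without phage in ampicillin broth; 0% = DMSO wells and 100% = ciprofloxacin 0.95 µg/ml wells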
Active calls of the source: *; · = not tested or not shown.

Values run as follows: Pemphigus Ab inh	MOR-DOR ag	PfHsp90 set2	AddAB inh	PKA-R1A act	phage Ecoli inh	Arr AP2 block	SUMO Mot1 rescue	OPRM1-OPRD1 inv	Tat export inh	E coli growth
> O=C(O)c1ccccc1C(=O)c1ccc(Cl)cc1
 : 96.8	-0.7	23.0	-0.2	10.1	1.4	4.7	-22.0	3.5	1.6	1.8
> Cc1c(Nc2nc3ccccc3nc2NS(=O)(=O)c2cccs2)c(=O)n(-c2ccccc2)n1C
 : 101.1	-2.4	-7.1	0.0	-10.6	1.7	9.1	-15.5	12.4	0.5	1.4
> O=C(OCc1ccc(Br)cc1)c1cccc(S(=O)(=O)N2CCCC2)c1
 : 101.3	-2.8	7.8	-1.0	-6.9	1.2	31.1	-3.7	14.8	6.3	1.0
> O=C(/C=C/Nc1ccc(Oc2ccccc2)cc1)c1ccco1
 : 14.0*	1.7	-14.6	-1.8	-8.1	2.3	7.0	128.9	-8.5	9.3	1.9
> CCCN(CCC(=O)Nc1cc(OC)cc(OC)c1)CC1CC1
 : ·	0.0	-1.2	1.2	-8.7	2.6	-12.3	6.6	-0.2	3.3	1.0
> CC(=O)c1sc(NC(=O)C(C)(C)C)nc1C
 : 96.8	-1.5	-6.6	1.8	-5.2	0.5	11.6	-0.6	7.9	-1.3	1.1
> CSc1nccc(-c2cc(Cl)sc2Cl)n1
 : 108.6	3.6	21.1	3.3	-4.8	2.1	2.6	-8.3	-15.1	0.8	-1.1
> COc1cc(CNc2nc(C)c([N+](=O)[O-])c(C)c2C#N)cc(OC)c1OC
 : 128.3	0.7	-2.3	4.4	2.6	2.8	10.8	-12.2	-3.7	-7.2	0.2
> COc1ccc(CC(=O)Nc2c(C(=O)N3CCN(c4ncccn4)CC3)oc3ccccc23)cc1OC
 : 105.8	-3.6	-2.9	1.5	-1.8	0.9	-2.0	-1.1	18.4	-6.6	-2.1
> CCN(C(=O)COC(=O)/C=C/c1c(C)nn(-c2ccccc2)c1C)c1c(N)n(Cc2ccccc2)c(=O)[nH]c1=O
 : ·	-2.1	2.6	·	0.7	1.3	28.0	·	7.7	3.1	·
> CCCN(CCO)C1CCN(CCc2ccccc2)CC1
 : 138.3	-0.5	-6.0	2.3	-11.8	1.5	23.4	30.4	2.4	3.8	-3.3
> COc1ccc(Br)cc1CNC(=O)CN1C(=O)C(c2ccccc2)Oc2cccnc21 (centres undefined)
 : 100.2	-2.8	1.4	2.9	-3.7	3.5	-0.4	-3.8	14.3	-3.6	0.3
> CCN1CC(C)(C)N(C(=O)c2ccccc2)CC1(C)C
 : 98.7	-4.1	-18.9	·	0.1	3.8	1.8	·	17.9	-6.9	·
> CCC(Sc1ccc2nnc(CCNS(=O)(=O)c3ccc(OC)cc3)n2n1)C(=O)OC (centres undefined)
 : 96.1	-0.8	0.7	4.6	3.5	0.8	6.8	17.9	3.8	-1.0	2.8
> COc1ccc(-c2csc(N(CCCN(C)C)C(=O)c3ccc(F)cc3)n2)cc1
 : 105.1	-0.2	-0.1	3.7	2.0	-0.6	-7.0	-13.3	0.8	5.3	-0.7
> CCOC(=O)c1c(-c2cccs2)csc1NC(=O)c1ccncc1
 : ·	-1.2	·	0.5	-6.4	2.1	14.0	-2.6	6.2	-11.9	-4.2
> Cc1cccc(C(=O)OCc2cncs2)c1
 : 100.9	-1.4	-6.6	0.6	-2.5	1.1	-8.8	3.7	7.8	0.1	0.5
> Cc1ccc(C(C)C)cc1OCCn1cncn1
 : 109.0	-3.0	-3.4	-2.0	5.8	-0.1	-12.8	22.3	15.2	-9.2	-0.7
> O=C1c2cccnc2C(=O)N1Cc1cccs1
 : 94.2	-1.7	-24.0	0.6	-3.7	1.4	-1.9	-9.5	8.8	-2.4	-3.0
> COc1ccc(OCC(=O)Nc2ccccc2-c2ccccc2)cc1
 : 102.8	-1.6	10.4	0.2	-1.7	4.0	19.4	20.2	8.2	-7.7	0.7
> COc1ccc(CNC(=O)/C(C#N)=C2\N=C(NC(=O)c3cccs3)c3ccccc32)cc1
 : 90.2	0.7	-0.8	1.7	-18.6	0.4	5.6	-9.7	-3.6	1.0	0.3
> O=C(Nc1cccc(C(F)(F)F)c1)Oc1ccc(Cl)c2cccnc12
 : 118.9	6.8	124.3*	4.6	-4.1	7.3	-7.7	270.5	-32.0	-14.3	4.5
> Cc1ccc(S(=O)(=O)N2CCN(S(=O)(=O)N3CCOCC3)CC2)cc1C
 : 103.8	-1.3	·	-2.1	0.2	0.9	19.6	-23.6	7.3	-6.3	-2.9
> CCOC(=O)C(Cc1ccccc1)NC(=O)CCc1nnc2ccc(N3CCOCC3)nn12 (centres undefined)
 : ·	-2.5	7.8	1.1	-3.6	-1.6	21.9	9.8	12.8	-6.7	-0.8
> CN(C)Cc1cccc([N+](=O)[O-])c1O
 : 103.0	-2.4	-11.2	-1.7	-5.1	0.9	3.0	49.4	12.0	-9.4	4.4
> CC(=O)c1sc(NC(=O)CCN2C(=O)C3CC=CCC3C2=O)nc1-c1ccccc1 (centres undefined)
 : 99.2	0.5	-0.5	1.4	-8.3	0.9	-7.1	-4.1	-2.1	-0.2	-1.5
> COc1cc(CNCC(O)c2ccccc2)ccc1OCc1ccc(Cl)nc1 (centres undefined)
 : 105.4	2.8	-15.4	1.0	9.1	1.7	4.0	-0.1	-15.4	-5.2	0.5
> COCCNC(=O)c1ccccc1NC(=O)Cc1ccccc1[N+](=O)[O-]
 : 98.6	-0.9	-9.4	-1.8	-0.1	1.7	-4.7	-8.9	5.0	-4.0	0.3
> O=S(=O)(NCCc1ccncc1)c1ccccc1
 : 85.9	-0.8	-24.8	1.1	-11.9	2.0	11.3	30.4	4.2	5.7	1.5
> CC(C)(C)[C@H]1COC(=O)[C@@H](Cc2ccc(F)cc2)C/C=C\C[C@@H](CC(=O)N[C@H](CO)Cc2ccccc2)C(=O)N1
 : 102.1	3.7	11.7	0.9	-1.2	0.6	6.3	-23.9	-20.3	0.1	-1.2

(cont.)
| mol | Pemphigus Ab inh | MOR-DOR ag | PfHsp90 set2 | AddAB inh | PKA-R1A act | phage Ecoli inh | Arr AP2 block | SUMO Mot1 rescue | OPRM1-OPRD1 inv | Tat export inh | E coli growth |
| --- | --- | --- | --- | --- | --- | --- | --- | --- | --- | --- | --- |
| Cc1ccc(C(=O)N2CCN(c3ccc(C(F)(F)F)cn3)CC2)c(C)c1 | · | 5.2 | 1.5 | 2.2 | -3.0 | 0.3 | -4.0 | 7.3 | -21.6 | 2.2 | -0.8 |
| CCn1c(C)nc2cc(C(=O)NNC(=O)c3ccc(Cl)nc3)ccc21 | 93.0 | -0.8 | 27.5 | 0.5 | -11.7 | 4.0 | -15.2 | -7.0 | 4.0 | -2.0 | -1.6 |
| O=C(Cc1n[nH]c(=O)c2ccccc12)NCc1ccccn1 | · | 0.8 | 4.1 | 0.5 | -1.4 | 1.6 | -0.1 | 80.9 | -4.1 | 0.5 | -0.7 |
| CCOC(=O)c1cnc(SCC(=O)NNC(=O)c2ccco2)nc1N | 125.5 | -0.1 | -16.3 | 2.2 | 7.8 | 0.9 | -8.8 | 4.3 | 0.6 | 4.5 | -2.5 |
| COc1cccc(OCC(=O)N(C)Cc2nc(-c3cccc(C)c3)no2)c1 | · | 2.5 | -4.5 | 3.7 | 0.9 | 2.3 | -3.8 | 1.5 | -17.5 | 6.6 | 1.1 |
| CN1CCN(CCCNC(=O)CCN2C(=O)COc3ccccc32)CC1 | 91.0 | -2.3 | -1.5 | 0.1 | 7.7 | 3.2 | -3.7 | 27.7 | 11.9 | 0.6 | 2.2 |
| CCCC(=O)N1CCN(c2ccc([N+](=O)[O-])cc2Cl)CC1 | 97.7 | -1.9 | -0.9 | 3.2 | 7.6 | 3.2 | 1.0 | 1.3 | 9.5 | -3.4 | -0.6 |
| O=C(N/N=C/c1ccccc1C(=O)O)c1ccccc1Br | 114.9 | -1.9 | · | -0.5 | -9.4 | 3.6 | -2.4 | -0.3 | 9.5 | -1.6 | -1.7 |
| CCOC(=O)C1=C(N)Oc2c(oc(CO)cc2=O)C1c1c(F)cccc1Cl (centres undefined) | 100.6 | -0.8 | 26.7 | 1.5 | -9.7 | 2.2 | 2.7 | -6.0 | 4.1 | -0.5 | -0.9 |
| CC1CCCCN1S(=O)(=O)c1ccc(S(=O)(=O)N2CCCC2)cc1 (centres undefined) | 104.1 | -4.3 | -14.1 | 1.5 | -1.1 | -0.5 | 19.3 | 6.3 | 22.6 | 5.5 | 2.5 |
| CC(=O)c1cccc(NC(=O)COC(=O)CCNS(=O)(=O)c2ccccc2)c1 | 122.0 | -1.9 | 50.2 | -1.6 | -6.4 | 1.0 | 13.7 | 48.4 | 9.7 | -8.9 | -2.7 |
| c1ccc(-c2c3ccccc3nc3[nH]c4ccccc4c23)cc1 | 103.1 | 1.8 | -5.8 | -1.8 | -3.1 | · | 16.5 | -19.5 | -10.6 | -7.9 | -0.2 |
| Cc1nn2c(NCCCN(C)C)c3c(nc2c1-c1ccccc1)CCCC3 | 101.6 | -2.8 | 10.6 | 1.2 | -10.3 | 1.8 | -5.5 | 18.7 | 14.0 | -4.9 | -2.0 |
| Cc1ccccc1OCCNC(=O)c1ccc2ccccc2n1 | 124.9 | 1.3 | 3.6 | 2.4 | -10.3 | 2.3 | -11.6 | -5.4 | -7.1 | 5.0 | -0.8 |

Arranged by heavy-atom count (falling): four of the compounds above.
| mol | Pemphigus Ab inh | MOR-DOR ag | PfHsp90 set2 | AddAB inh | PKA-R1A act | phage Ecoli inh | Arr AP2 block | SUMO Mot1 rescue | OPRM1-OPRD1 inv | Tat export inh | E coli growth |
| --- | --- | --- | --- | --- | --- | --- | --- | --- | --- | --- | --- |
| CCOC(=O)C1=C(N)Oc2c(oc(CO)cc2=O)C1c1c(F)cccc1Cl (centres undefined) | 100.6 | -0.8 | 26.7 | 1.5 | -9.7 | 2.2 | 2.7 | -6.0 | 4.1 | -0.5 | -0.9 |
| CN1CCN(CCCNC(=O)CCN2C(=O)COc3ccccc32)CC1 | 91.0 | -2.3 | -1.5 | 0.1 | 7.7 | 3.2 | -3.7 | 27.7 | 11.9 | 0.6 | 2.2 |
| O=C(Cc1n[nH]c(=O)c2ccccc12)NCc1ccccn1 | · | 0.8 | 4.1 | 0.5 | -1.4 | 1.6 | -0.1 | 80.9 | -4.1 | 0.5 | -0.7 |
| CCCC(=O)N1CCN(c2ccc([N+](=O)[O-])cc2Cl)CC1 | 97.7 | -1.9 | -0.9 | 3.2 | 7.6 | 3.2 | 1.0 | 1.3 | 9.5 | -3.4 | -0.6 |

Compound activity as filed in PubChem BioAssay.
